Screening data as filed in PubChem BioAssay.
TAAR1 ag = human TAAR1 agonism. Q96RJ0. CHO RD-HGA16 TAAR1, Fluo-8 calcium fluorescence; vehicle wells 0%, saturating PEA agonist 100%. activation, % at 3 µM. 360,000 tested, 0.99% active. AID 624467;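 active means activation above the mean activation of all test compounds in the run plus 3 SD, cut at about 38% in these data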
Target sequence (Q96RJ0 whole entry, looked up): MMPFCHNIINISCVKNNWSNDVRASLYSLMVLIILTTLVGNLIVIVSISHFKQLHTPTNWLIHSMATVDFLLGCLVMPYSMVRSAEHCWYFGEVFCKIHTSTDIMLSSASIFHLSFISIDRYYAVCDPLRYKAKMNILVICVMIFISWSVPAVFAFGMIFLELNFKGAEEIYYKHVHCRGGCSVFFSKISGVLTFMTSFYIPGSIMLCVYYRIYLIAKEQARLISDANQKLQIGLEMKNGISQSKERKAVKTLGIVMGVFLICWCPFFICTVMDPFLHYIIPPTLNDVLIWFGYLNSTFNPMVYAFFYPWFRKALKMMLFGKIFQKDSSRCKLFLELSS
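System: CHO-derived RD-HGA16 cells with stable Gα16 and human TAAR1. Times: 17-24 h plating, Fluo-8 75 min 37 °C, 30 min RT. Measured by: calcium-sensitive Fluo-8 signal, excitation 470-495, emission 515-575 nm. Read-out basis: % activation relative to PEA EC100 response. Control set: DMSO and PEA EC100. Repeats: no replicates (n 1).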
V1R ag counter = V1a receptor agonism, counter-screen for OXTR agonists | P37288 | CHO-V1R cells, Fluo-8 calcium fluorescence, agonist mode; 0% DMSO, 100% 3 nM vasopressin | activation, % at 3 µM | 320,000 tested, 0.25% active;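 active means activation above the mean activation of all tested compounds plus 3 SD, per screening run, cut at about 20% in these data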;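 further: signal is peak over basal fluorescence ratio across a 100 second FLIPR read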
M1 PAM = positive allosteric modulators of human M1 muscarinic receptor | AID 588819 | CHO-K1 hM1, Fluo-8 calcium fluorescence, ACh EC20; 0% = ACh EC20, 100% = maximal ACh | P11229 | 360,000 tested, 0.088% active | activation, % at 3 µM; in the data active means activation above about 19%, passing the limit was not always enough
Target sequence (P11229 whole entry, looked up): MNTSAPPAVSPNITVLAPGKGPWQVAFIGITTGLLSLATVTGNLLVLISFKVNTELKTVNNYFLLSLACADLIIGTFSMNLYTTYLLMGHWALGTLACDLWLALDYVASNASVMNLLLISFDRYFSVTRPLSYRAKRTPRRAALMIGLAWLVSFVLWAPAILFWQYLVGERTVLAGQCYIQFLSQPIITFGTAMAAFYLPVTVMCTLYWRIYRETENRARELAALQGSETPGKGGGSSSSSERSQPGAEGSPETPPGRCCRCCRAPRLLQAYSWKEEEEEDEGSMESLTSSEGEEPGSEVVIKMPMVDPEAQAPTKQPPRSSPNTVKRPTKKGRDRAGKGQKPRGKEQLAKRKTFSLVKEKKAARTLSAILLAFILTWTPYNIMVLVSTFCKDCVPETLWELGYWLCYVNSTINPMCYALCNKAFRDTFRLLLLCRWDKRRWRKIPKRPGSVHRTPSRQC
M1 antag = blocks human M1 muscarinic receptor | P11229 | CHO-K1 hM1, Fluo-8 calcium fluorescence, ACh EC80 antagonist | inhibition, % at 3 µM | 360,000 tested, 1.3% active;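 active means percent inhibition above its own plate's cutoff, namely the mean of that plate's compound wells plus 3 SD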;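 further: peak over basal fluorescence ratio during 140 s after agonist addition; 0% = ACh EC80 plus DMSO and 100% = DMSO alone without agonist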
CHRM1 agonist = activates human CHRM1 receptor | P11229 | CHO-K1 hM1, Fluo-8 calcium fluorescence, agonist mode; 0% DMSO, 100% acetylcholine EC100 | activation, % at 3 µM | 360,000 tested, 0.33% active;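 active means activation above the run's mean compound activation plus 3 SD, cut at about 16% in these data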;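 further: peak over basal fluorescence ratio within a 140 s kinetic read after compound addition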
TAAR1 antagonist = human TAAR1 antagonism; CHO RD-HGA16 TAAR1, Fluo-8 calcium fluorescence, antagonist; Q96RJ0; inhibition, % at 3 µM; 360,000 tested, 1.5% active;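 active means inhibition above a per-plate cutoff, the mean inhibition of test compounds on that plate plus 3 SD, cut at about 49% in these data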;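 further: 0% = DMSO plus EC80 beta-PEA response and 100% = DMSO alone without agonist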
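Test system: CHO RD-HGA16 cells bearing hTAAR1 | Reagent: β-PEA, EC80 | Compound dosing: 3 µM, single point | Schedule: Dye loading 75 min at 37 °C, then 30 min room temperature | Signal: Calcium fluorescence with Fluo-8 | Evaluation: Percent inhibition of PEA-evoked calcium signal, max/basal emission ratio | Control set: DMSO-only wells and EC80 β-PEA-stimulated wells | Repeats: Singlicate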
OXTR potentiate = human OXTR potentiation | P30559 | CHO-OTR cells, Fluo-8 calcium fluorescence, potentiator mode; 0% = oxytocin EC15, 100% = EC100 | activation, % at 3 µM | 320,000 tested, 0.061% active;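 active means activation above that plate's cutoff, the mean activation of tested compounds plus 3 SD, cut at about 6.6% in these data, passing the limit was not always enough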;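 further: 100% uses oxytocin at 75 nM as the full agonist control; some results filed as inactive read as strong as hits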
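Assay system: CHO cell line stably expressing human OTR. Reagent: EC15 oxytocin agonist. Dosing: single dose, 3.0 µM nominal final compound concentration. Timing: compound 6 min at room temperature before oxytocin, 100 s read. Signal: kinetic Fluo-8 calcium fluorescence. Controls: oxytocin EC15 low and EC100 high.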
CHO parental Ca = counter-screen for OX1R antagonists: effect in parental CHO cells; parental CHO-K1, ATP-induced calcium, Fluo-8 fluorescence; inhibition, % at 5.6 µM; 330,000 tested, 0.63% active; AID 463079;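 active means inhibition above that plate's mean sample inhibition plus 3 SD, cut at about 26% in these data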;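 further: 0% = ATP-challenged DMSO wells and 100% = DMSO wells without ATP; some compounds past the cut are filed as inactive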
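Material – parental CHO cells · Reagent – ATP stimulus · Compound – single nominal dose of 5.6 µM per compound · Detection – Fluo-8 fluorescence · Read-out basis – percent inhibition of calcium signal · Controls – ATP-challenged DMSO wells low, unchallenged DMSO wells high · Repeats – no replicates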
OXTR agonist = agonists of human oxytocin receptor | CHO-OTR cells, Fluo-8 calcium fluorescence; normalized: DMSO 0%, oxytocin 100% | activation, % at 3 µM | 320,000 tested, 0.32% active;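 active means activation above the mean of all tested compounds plus 3 SD, cutoff set per screening run, cut at about 20% in these data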;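 further: peak over basal fluorescence ratio from a 100 s FLIPR kinetic read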
An asterisk follows results filed as active; x = not tested or not shown.

SMILES	TAAR1 ag	V1R ag counter	M1 PAM	M1 antag	CHRM1 agonist	TAAR1 antagonist	OXTR potentiate	CHO parental Ca	OXTR agonist
Cc1ccc(NC(=O)c2ccc(=O)[nH]n2)cc1S(=O)(=O)Nc1ccccc1Cl	2	1.3	6	-7	-3	-11	-6	-3	0.5
CN1CCc2c(sc3nc(SCC(N)=O)n(-c4ccccc4)c(=O)c23)C1	7	1.4	3	-2	-5	-31	-1	-12	1.5
Cc1c(C(=O)N2CCCCC2)sc(NC(=O)C(C)C)c1C#N	1	-0.6	12	-20	-2	6	-7	-5	-0.2
COc1ccc(N(C)C(=O)c2cc3c(s2)-c2ccccc2OC3)c(OC)c1	-2	0.8	13	-9	9	13	-22	16	0.7
Cc1cccc(NC(=O)COc2cccc3c2CCN(C)C3=O)c1	6	5.8	3	-8	-3	2	-9	-20	5.4
COC(=O)C1CCN(C(c2cccs2)c2sc3nc(C)nn3c2O)CC1 (configuration not stated)	2	0.2	9	-14	-3	-7	-5	-8	0.3
Cc1ccccc1CN1C(=O)Nc2ccccc2C(=O)N1C(C)(C)C	13	-0.6	8	-10	-2	9	-11	-22	-1.7
Cc1ccc(NC(=O)CN2C(=O)CN(C)C2=O)cc1S(=O)(=O)N1CCCCC1	2	0.5	9	-5	-8	25	-1	-24	0.4
CN(C)C(=O)NC1c2ccccc2-c2ccccc21	12	0.4	10	1	-2	2	-1	0	-0.6
CC(C)(C)N/N=C/c1c(O)n(-c2ccc(Cl)cn2)c(=O)c2ccccc12	6	-0.1	4	-15	-10	-14	-8	-7	-1.5
COc1cccc(/C=C/C(=O)c2ccc[nH]2)c1	5	2.4	4	-3	-2	2	-5	-12	3.0
COC(=O)CCC(=O)Nc1nc(-c2ccccc2)cs1	2	0.8	9	6	6	-20	-10	-5	1.4
Cc1nc(NCc2ccco2)nc2c1C(=O)CC(C)C2 (configuration not stated)	13	0.2	5	-3	-2	-5	-9	-17	-1.0
CCCc1ncc(C(O)c2cccc3ccccc23)n1C (configuration not stated)	5	0.0	-2	-12	-4	-13	-6	-14	1.1
COc1ccc(OCC(=O)Nc2ccc3c(c2)nc(CCNC(C)=O)n3C)cc1	-2	0.3	14	-19	1	10	0	-20	1.8
Cc1ccc(CNC(=O)Cn2cnc3c(OCc4ccccc4)ncnc32)o1	3	-0.2	1	-2	-2	-14	2	-13	-1.0
Cc1cc(=O)oc2cc(OC(C)C(=O)NCC3CCC(C(=O)O)CC3)ccc12 (configuration not stated)	1	1.4	4	-6	-2	-25	-2	-3	0.1
C/C(=N\NC(=O)c1c(Cl)c(C)nn1C)c1cccc(NC(=O)c2cccc(F)c2)c1	12	1.4	13	-9	0	41	-10	-11	0.7
CCCCCc1ccc(-c2ccc(OC)cc2)nc1	7	1.0	9	-9	-7	5	-7	-11	-1.2
COc1ccc(N2C(C(C)=O)=NN(c3ccccc3)C2c2cccs2)cc1 (configuration not stated)	4	-0.1	-5	-2	-4	-10	-9	-24	-1.4

A stretch taken from the entries so far:
SMILES	TAAR1 ag	V1R ag counter	M1 PAM	M1 antag	CHRM1 agonist	TAAR1 antagonist	OXTR potentiate	CHO parental Ca	OXTR agonist
Cc1ccc(NC(=O)c2ccc(=O)[nH]n2)cc1S(=O)(=O)Nc1ccccc1Cl	2	1.3	6	-7	-3	-11	-6	-3	0.5
CN1CCc2c(sc3nc(SCC(N)=O)n(-c4ccccc4)c(=O)c23)C1	7	1.4	3	-2	-5	-31	-1	-12	1.5
Cc1c(C(=O)N2CCCCC2)sc(NC(=O)C(C)C)c1C#N	1	-0.6	12	-20	-2	6	-7	-5	-0.2

Later entries:
SMILES	TAAR1 ag	V1R ag counter	M1 PAM	M1 antag	CHRM1 agonist	TAAR1 antagonist	OXTR potentiate	CHO parental Ca	OXTR agonist
CC(=O)N/C(=C\c1ccccc1)C(=O)OCC(=O)c1ccccc1	2	-0.7	13	-14	-1	6	0	-11	0.0
O=c1c2cc(Cl)cc(Cl)c2nc2n1CCC2	0	0.5	6	-3	-5	5	-18	-10	-0.9
COc1cccc(Cn2c(=O)oc3ccccc32)c1	-1	1.0	0	-8	-2	-17	-4	-3	-0.6
COc1ccc(S(=O)(=O)Nc2c(C)ccc3nsnc23)cc1OC	2	0.0	3	0	-2	-1	1	-16	0.7
COc1ccc(C(=O)N/N=C/C2CC=CCC2)cc1OC (configuration not stated)	3	1.3	-2	5	-3	-16	1	3	1.7
CC(=O)c1ccsc1-c1c(C)cc2oc(=O)cc(-c3ccccc3)c2c1C	1	x	-9	-5	-10	-42	x	-32	x
C/C(=N\NC(=O)c1nnn(-c2nonc2N)c1-c1ccccc1)c1ccccc1O	1	2.6	9	-3	-2	11	-5	6	4.6
Cc1cc(C)c(C(=O)CN2C(=O)NC3(CCC(C)CC3)C2=O)cc1C (configuration not stated)	-2	-1.0	-6	-2	-8	-11	-6	-20	-1.6
COc1cccc(NC(=O)CSc2nc(=O)n(Cc3ccncc3)c3c2CCCC3)c1	-2	-1.1	4	-5	-5	-5	7	-17	-0.9
CCC(C)Cn1c(O)cc2nn(-c3nc4ccccc4s3)c(=O)c-2c1C (configuration not stated)	3	-0.3	11	-15	0	-21	-7	-7	-0.6
CCCn1c(C(O)c2cc(OC)ccc2OC)nc2ccccc21 (configuration not stated)	5	0.0	11	-13	-5	5	-19	-18	-1.2
Cc1ccc(C(=O)C2=C(O)C(=O)N(Cc3ccco3)C2c2ccc(N(C)C)cc2)o1 (configuration not stated)	-1	-0.2	10	-18	-4	-14	1	-1	-1.0
Cc1n[nH]c(=O)n1-c1ccc(OCc2ccccc2)cc1	10	0.4	7	-4	-7	-16	-17	-13	-0.2
OCC[C@H]1C[C@@H](O)[C@H](O)[C@]2(CCc3ccccc3CO2)O1	1	0.5	5	-2	18*	-6	-10	-11	-0.5
O=C(Nc1cc(S(=O)(=O)N2CCOCC2)ccc1N1CCCCC1)c1cc(-c2ccccn2)nc2ccccc12	10	-0.3	5	-3	1	37	-8	-17	0.3
CN(CC(=O)Nc1ccc(F)c(F)c1F)C(=O)CC1CCCCC1	4	0.5	9	-10	-4	-11	-7	-12	0.2
O=C(CC(O)(CC(=O)OCc1ccccc1)C(=O)OCc1ccccc1)OCc1ccccc1	0	x	-4	7	-3	43	x	x	x
O=C(CN(Cc1ccccc1)S(=O)(=O)c1ccc2c(c1)OCCO2)Nc1ccc2c(c1)OCCO2	5	1.2	-11	27	-5	22	-10	-10	1.0
CC(=O)c1ccc(S(=O)(=O)N2CCN(CC(=O)NC(=O)NC3CCCCC3)CC2)cc1	17	3.0	12	3	6	8	-6	-20	2.9
CC(C)Cn1c(N)c(C(=O)COC(=O)c2cc(F)cc(F)c2)c(=O)n(C)c1=O	11	7.7	-5	23	-1	-7	-18	-7	6.6
O=C(COC(=O)Cc1ccsc1)Nc1cccc(Cl)c1	1	0.7	0	10	-4	-13	-8	-12	-0.5
COc1ccc(OC)c(NC(=O)CSc2nc3[nH]c(=O)cc(O)c3s2)c1	7	1.0	4	-5	-4	-16	-2	5	0.8
COc1ccc2c(c1)OC[C@H]1[C@H]2N2C(=O)c3ccccc3NC(=O)[C@@]2(C)[C@H]1c1ccccc1	3	1.9	-31	75*	-6	1	3	-15	3.2
O=C(/C=C\NCC(=O)c1ccccc1)c1ccccc1	3	-0.5	7	-7	-3	0	-1	-3	-0.2
CC(C(=O)Nc1ccc2c(c1)OCCO2)N1CCN(C(=O)c2ccco2)CC1 (configuration not stated)	4	-0.8	11	-10	-4	-6	-3	-12	0.6
COC(=O)c1cc(NCc2ccccc2F)ccc1N1CCOCC1	5	0.2	8	-13	-1	-3	-3	-6	1.0
NC(=O)Nc1cccc2ccccc12	1	1.0	-3	2	-1	-2	1	-2	0.8
Cc1ccc(NC(=O)CNC(=O)c2ccco2)nc1	2	0.5	1	3	-1	2	-7	10	-0.3
COc1ccccc1NCC(=O)N1CCN(S(=O)(=O)c2ccccc2)CC1	1	0.5	6	-9	-6	2	2	-10	0.6
COc1cccc(CC(=O)OCC(=O)NC(C)c2ccc(F)cc2)c1 (configuration not stated)	0	-0.3	4	-2	-3	18	-4	-11	-0.9
CCOc1ccc(NC(=O)CN(C)C(=O)c2c(C)noc2C)cc1OCC	2	0.2	6	5	-3	-18	-11	3	-0.3
CSc1nnc(NC(=O)C23CC4CC(CC(C4)C2)C3)s1	5	-1.5	-7	18	-2	-24	-4	-13	-2.3
CC(C)OCC(O)CS(=O)(=O)Cc1ccccc1 (configuration not stated)	2	1.4	3	-2	-4	-10	-1	-8	0.5
C/C(=N\NC(=O)c1nnn(-c2nonc2N)c1CN(C)c1ccccc1)c1ccccn1	x	1.1	5	1	1	x	-9	-10	3.0
CC(NC(=O)c1ccnc(C(C)(C)C)c1)c1ccccc1 (configuration not stated)	13	0.5	14	-4	0	10	1	-10	-0.7
CCN(C(=O)COC(=O)COc1ccc2c(c1)CCC2)c1c(N)n(Cc2ccccc2)c(=O)[nH]c1=O	3	x	7	-3	-5	-16	x	x	x
CC(OC(=O)Cc1ccc(Cl)cc1)C(=O)NC1CCCCC1C (configuration not stated)	0	x	2	1	0	-33	x	x	x
O=C(NCc1ccccn1)C1CC(c2ccc(F)cc2)=NO1 (configuration not stated)	5	0.0	5	-4	-2	2	-1	-17	0.3
CC(OC(=O)CCN1C(=O)C2CC=CCC2C1=O)C(=O)Nc1cccc(Cl)c1 (configuration not stated)	3	0.0	9	-9	1	-12	-9	-15	1.1
CCCN(CC(=O)Nc1ccccc1OC)C(=O)c1ccccn1	2	-0.2	14	-15	0	-13	3	0	1.7
CC(NC(=O)N1CCN(c2ccccc2F)CC1)c1ccc(F)c(F)c1 (configuration not stated)	2	1.2	7	-4	-5	-12	-4	-5	1.4
CNC(=S)N/N=C/C1=CCC2CC1C2(C)C (configuration not stated)	-2	-0.4	-1	-8	-11	-5	-6	-23	-2.4
CCC(C)NC(=O)NC(=O)CSc1nnc(-c2ccccc2F)n1C1CC1 (configuration not stated)	-2	1.4	3	-1	-8	13	0	-12	0.6
CCOc1ccc(S(=O)(=O)Nc2cccc(Cl)c2)cc1	9	1.8	-6	5	-7	37	-7	-12	0.2
c1ccc(C2=NNC(c3ccco3)=Nc3ccccc32)cc1	2	0.7	3	4	-2	8	-7	1	-1.0
COc1ccc(OC)c(CC(=O)Nc2cc(S(=O)(=O)N3CCCCC3)ccc2C)c1	12	2.5	9	-10	-3	10	-5	-15	1.2
